SENP6 inh: SENP6 protease inhibition; Q9GZR1; Recombinant SENP6 catalytic domain, aminoluciferin luminescence; inhibition, % at 10 µM; 330,000 tested, 1.8% active; AID 2599;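 active = inhibition above about 50% at the single tested dose, limit read from the data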;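 also: plate controls were DMSO wells with enzyme for no effect and DMSO wells lacking enzyme for full effect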
HKDC1 inhibitor: HKDC1 (human) hexokinase inhibition. Q2TB90. recombinant HKDC1, G6PDH/diaphorase resazurin coupled fluorescence. 340,000 tested, 0.16% active. inhibition, % at 20 µM;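 active = inhibition above about 35% when tested at 20 µM, limit read from the data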;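 also: plate controls were DMSO wells with enzyme for no effect and DMSO wells lacking enzyme for full effect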
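Incubation: 90 min at room temperature in dark / Material: recombinant HKDC1 (HK5) hexokinase enzyme, produced in-house / Quantity: enzyme 5 µg/mL final / Compound: one dose of 20 µM, 1% DMSO / Reagent: glucose and ATP substrates / Buffer or medium: Tris pH 8.0 buffer with MgCl2, Tween-20, BSA, BME / Technique: resorufin fluorescence at 613 nm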
SENP7 inh: inhibitors of human SENP7 protease. recombinant SENP7, Z-RLRGG-aminoluciferin luminescence, 40 min. inhibition, % at 5 µM. 330,000 tested, 1.5% active;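 active = inhibition above about 50% at the single test dose, limit read from the data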;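 also: plate controls were DMSO with enzyme for no effect and no enzyme buffer wells for full effect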
Target sequence (Q9BQF6 706-1050 limits assumed): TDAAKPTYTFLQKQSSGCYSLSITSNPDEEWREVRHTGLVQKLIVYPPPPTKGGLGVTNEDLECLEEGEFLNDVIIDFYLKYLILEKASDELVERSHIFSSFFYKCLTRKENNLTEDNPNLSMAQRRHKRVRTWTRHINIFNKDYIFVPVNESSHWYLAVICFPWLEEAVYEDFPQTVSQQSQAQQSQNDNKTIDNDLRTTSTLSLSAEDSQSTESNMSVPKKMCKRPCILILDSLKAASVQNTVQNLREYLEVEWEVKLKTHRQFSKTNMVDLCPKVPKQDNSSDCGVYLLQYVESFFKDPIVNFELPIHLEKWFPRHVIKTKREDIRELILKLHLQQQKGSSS
SENP8 inh: inhibitors of human SENP8 protease | recombinant SENP8, Nedd8 substrate fluorescence | inhibition, % at 20 µM | Q96LD8 | 360,000 tested, 0.64% active; in the data active = inhibition mostly above about 40%, no sharp cut-off; inactive = mostly below about 27%
Target sequence (Q96LD8 whole entry, looked up): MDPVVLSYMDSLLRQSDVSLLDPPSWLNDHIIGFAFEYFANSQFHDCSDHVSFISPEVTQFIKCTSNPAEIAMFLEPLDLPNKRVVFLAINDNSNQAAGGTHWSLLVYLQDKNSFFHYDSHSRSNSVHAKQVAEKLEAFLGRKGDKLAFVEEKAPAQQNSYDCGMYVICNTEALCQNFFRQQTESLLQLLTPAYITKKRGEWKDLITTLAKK
PfG6PD inh: PfG6PD (Plasmodium falciparum) enzyme inhibition; PfGluPho enzyme, NADPH resazurin-diaphorase fluorescence; inhibition, % at 20 µM; 350,000 tested, 0.78% active; AID 504690;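 active = inhibition reaching at least a set limit at 20 µM in the primary screen, cut at about 59% in these data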;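 also: 0% = DMSO wells with substrate and 100% = DMSO wells lacking glucose-6-phosphate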
MPTP inh: blocks calcium-induced mitochondrial swelling. isolated mouse mitochondria, Ca2+ swelling absorbance, 30 min. 360,000 tested, 1.4% active. inhibition, % at 10 µM;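 active = inhibition of 50% or more, scaled per plate between neutral and stimulator controls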;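 also: 0% = DMSO wells given calcium and 100% = 1 mM EGTA wells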
GRIN3A LBD mod: modulators (binders) of human NR3A ligand-binding domain | NR3A LBD differential scanning fluorimetry, Tm shift; 0% = protein alone, 100% = glycine-bound protein | AID 1259313 | Tm shift relative to glycine control, % at 25 µM | 340,000 tested, 2.5% active;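 active = melting temperature shift of at least 10% of the positive control shift, at one fixed dose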
ATG4B inh: inhibitors of human ATG4B cysteine protease; inhibition, % at 8.33 µM; AID 504462; ATG4B cleavage of LC3-PLA2, NBD-HPC fluorescence, 1 h; 340,000 tested, 0.51% active; Q9Y4P1; in the data active = inhibition above about 40%
Target sequence (Q9Y4P1 whole entry, looked up): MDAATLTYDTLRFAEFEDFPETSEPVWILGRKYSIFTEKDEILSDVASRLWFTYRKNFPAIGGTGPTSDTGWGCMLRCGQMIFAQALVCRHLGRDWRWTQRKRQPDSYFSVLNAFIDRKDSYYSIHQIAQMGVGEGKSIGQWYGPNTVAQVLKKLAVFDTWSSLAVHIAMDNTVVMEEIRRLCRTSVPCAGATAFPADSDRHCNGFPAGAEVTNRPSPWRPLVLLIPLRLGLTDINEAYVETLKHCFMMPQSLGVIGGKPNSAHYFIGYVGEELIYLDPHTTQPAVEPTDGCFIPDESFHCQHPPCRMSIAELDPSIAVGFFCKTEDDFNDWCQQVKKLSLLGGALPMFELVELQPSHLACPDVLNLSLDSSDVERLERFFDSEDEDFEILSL
* = called active by the depositor; i = inactive; / = no result given.

SMILES | SENP6 inh | HKDC1 inhibitor | SENP7 inh | SENP8 inh | PfG6PD inh | MPTP inh | GRIN3A LBD mod | ATG4B inh
COc1ccc(CCCN2CCC(CN3CCNC(=O)C3=O)CC2)cc1OC | / | -2.5 | / | -12.8 | 7.9 | -0.1 | -0.1 | /
CC(=O)C1=C(C)NC(SCC(N)=O)=C(C#N)C1c1ccco1 (centres undefined) | 19.9 | 5.6 | 4.4 | -2.2 | 7.2 | -1.8 | 1.8 | -2.6
Cc1ccc(C(=O)NNC(=O)CNc2cccc(Cl)c2)cc1 | -37.7 | -10.1 | -5.9 | 9.6 | 15.2 | -1.4 | -1.9 | 2.4
CC1CCN(C(=O)CNC(=O)Cn2ccc3ccccc3c2=O)CC1 | -7.8 | -5.4 | 2.4 | -8.4 | 13.5 | 0.0 | 1.5 | -11.7
COc1ccc(S(=O)(=O)Nc2ccc(Cl)cn2)cc1 | 7.4 | 4.4 | 4.6 | 4.8 | -15.4 | -0.2 | -3.7 | 2.3
O=C(Nc1ccc([N+](=O)[O-])cc1)Nc1nc(-c2ccc(Cl)s2)cs1 | / | -4.8 | / | 17.0 | -7.1 | 91.3* | 416.3* | -10.2
CCOC(=O)CC1ON(C)C(=O)N1c1ccc(Cl)cc1Cl (centres undefined) | 5.9 | 3.4 | -1.1 | 6.3 | -4.6 | 1.7 | 0.5 | 6.6
CCCCOC(=O)Nc1sc2nc(C)cc(C)c2c1-n1cccc1 | -14.9 | -2.2 | 5.3 | 12.1 | 9.8 | 4.7 | 11.0* | -0.9
Cc1ccccc1S(=O)(=O)Cc1ccc(C(=O)NCc2cccs2)o1 | 10.7 | -0.7 | 1.9 | 13.2 | -4.9 | 1.8 | 0.2 | -6.5
O=C(CN(C(=O)Cn1nnc(-c2ccc(F)cc2)n1)c1ccc(F)c(Cl)c1)NCC1CCCO1 (centres undefined) | -0.6 | -0.8 | -0.8 | 15.0 | -4.3 | 1.8 | -1.1 | -3.3
Cc1ccccc1Nc1nc2ccccc2n1C(C)C | -24.8 | -6.5 | -5.8 | 12.1 | -14.4 | 0.4 | -14.2 | 7.3
COc1ccc(NC(=O)c2ccc(CN3CCN(c4ccccc4)CC3)cc2)cc1OC | -11.3 | -1.4 | -4.2 | 11.0 | -1.0 | 1.2 | 1.3 | -3.7
CSc1nccc(-c2cc(Cl)sc2Cl)n1 | 1.5 | 8.6 | 0.3 | 7.3 | -1.8 | 3.9 | 5.7 | -3.0
COc1cccc(N2CCN(C3C4CC5CC(C4)CC3C5)CC2)c1 (centres undefined) | -3.7 | 8.7 | 4.4 | 5.5 | -2.4 | -4.1 | 0.1 | 2.6
Cc1cc(C)nc(NS(=O)(=O)c2ccc(N/C=C\C(=O)c3cccs3)cc2)n1 | -23.3 | -1.3 | -4.7 | -384.5 | -16.8 | -0.9 | -2.0 | 7.1
COC(=O)C1=CN(Cc2ccccc2)C=C(C(=O)OC)C1c1ccc(O)c(OC)c1 | 2.6 | 0.8 | -10.5 | i | 13.6 | 0.8 | 1.6 | 0.9
Cc1c(NC(=O)C(C)OC(=O)COc2cccc3c2OC(C)(C)C3)c(=O)n(-c2ccccc2)n1C (centres undefined) | 2.2 | -3.0 | 3.6 | -1.3 | -3.6 | 4.8 | -0.1 | -11.8
COc1ccccc1CNS(=O)(=O)c1ccc(Cl)s1 | -25.9 | -14.8 | -1.4 | 5.1 | 1.4 | -0.8 | -0.4 | -2.4
COc1cccc(C(=O)NC2CCN(CC(=O)Nc3ccccc3Cl)CC2)c1 | -25.9 | 4.0 | 4.2 | 7.9 | 5.5 | 3.6 | -1.1 | -9.6
COc1ccc(NC(=O)CSc2n[nH]c(=O)n2C2CC2)cc1OC | 8.2 | 2.7 | 7.4 | 15.4 | -3.3 | -1.3 | -0.8 | 1.4
COc1ccc(Cl)cc1NC(=O)COc1cccc(-n2cnnn2)c1 | -17.4 | -5.2 | 11.3 | 23.3 | 8.9 | 0.5 | 2.9 | -30.1
COc1ccc(OCCCC(=O)Nc2cc(S(=O)(=O)N3CCCCC3)ccc2C)cc1 | -22.9 | -2.3 | 5.5 | 8.8 | 6.9 | -0.1 | -1.7 | -9.0
O=C(Nc1ccccc1C(F)(F)F)c1ccccc1Br | 9.9 | 4.5 | 5.2 | 13.4 | 5.0 | -0.4 | -0.3 | -6.0
COc1ccc(C(=O)NC(=O)Nc2cc(C)ccn2)cc1 | 82.9* | -4.3 | 8.2 | 1.3 | -5.8 | -0.1 | 0.5 | -4.9
CCc1ccccc1NC(=O)CSc1nc(C)c(C)o1 | -8.7 | -6.2 | -1.9 | -8.4 | 2.1 | 0.6 | 1.5 | -0.9
CCCCN(C)C(=S)Nc1ccc2nc(N3CCN(CC)CC3)cc(C)c2c1 | -2.5 | -0.8 | 2.8 | -167.7 | -4.4 | 1.5 | -0.5 | 0.0
Brc1ccc(Nc2c3c(nc4ncnn24)CCC3)cc1 | -5.4 | -3.6 | -4.8 | 3.5 | -3.1 | -4.1 | -4.5 | 4.5
N#Cc1ccc(OCC(=O)Nc2ccc(N3CCCC3)cc2)cc1 | -3.9 | -1.0 | 2.5 | -6.6 | 17.8 | 0.9 | -0.3 | -1.3
CC1(C)CC(=O)C(C=Nc2ccc(N)cc2)=C(O)C1 | -2.2 | 7.2 | 6.6 | -71.0 | 10.0 | 0.4 | 1.2 | 1.7
O=C(Nc1ccc(Oc2ccc(NC(=O)C3CCCO3)cc2)cc1)C1CCCO1 (centres undefined) | 18.5 | -2.9 | 6.4 | 32.6 | 20.4 | -4.4 | -2.3 | 0.0
O=C(O)C(c1ccccc1)N1CCCC1 (centres undefined) | 3.8 | -6.0 | 2.2 | 15.9 | -10.7 | -1.5 | 0.5 | -4.6
COC(=O)c1cn(NC(=O)CC2CCCCC2)c(=O)c2ccccc12 | 9.4 | 0.6 | -7.7 | 10.4 | -4.4 | 0.2 | 0.0 | 1.3
O=C(c1ccc(Cl)cc1)c1ccc(OCC(=O)N2CCOCC2)cc1 | -2.0 | 0.9 | -9.4 | 26.8 | -13.0 | -0.1 | 0.0 | 0.3
COc1ccc(C)cc1NC(=O)CCN1CC(C)OC(C)C1 (centres undefined) | 5.0 | 15.3 | -13.8 | 10.6 | -24.2 | 0.9 | -2.0 | 0.8
CCc1nc2oc3ccccc3c(=O)c2c(=O)n1-c1ccccc1 | -11.0 | 5.7 | 1.4 | 8.9 | -11.7 | -1.5 | -0.3 | 0.5
Cc1ccccc1C(C)NC(=O)COC(=O)Cn1cc(C(F)(F)F)ccc1=O (centres undefined) | -1.7 | -5.4 | 5.2 | 19.3 | -10.5 | 0.2 | 0.3 | 4.8
O=[N+]([O-])c1cc([N+](=O)[O-])c(Oc2cc(F)ccc2F)cc1NN1CCCCC1 | -0.1 | 4.5 | -2.7 | 55.3* | -17.5 | -0.3 | -2.3 | 4.1
CCC[C@H]1NC(=O)[C@H](C)N(C)C(=O)C(C)(C)C(=O)C(C)NC(=O)[C@H](Cc2ccc(OC)cc2)N(C)C(=O)[C@H](C(C)C)N(C)C(=O)CNC(=O)[C@H](CC(C)C)N(C)C(=O)CNC(=O)[C@H]([C@@H](C)CC)OC(=O)[C@H]1C (some centres undefined) | -9.1 | 4.1 | -2.4 | / | 29.4 | / | 2.1 | -7.7
CCN(C(=O)CSc1nc(C)nc2sc(C)c(C)c12)C1CCS(=O)(=O)C1 (centres undefined) | 5.3 | 0.8 | 3.1 | 5.6 | -13.1 | -0.2 | -0.4 | 3.8
CCCCCC(=O)Nc1ccc2oc(-c3ccncc3)nc2c1 | 12.3 | 0.7 | 4.1 | -380.7 | -2.7 | 1.7 | -13.7 | -9.8
OCCNCCOCCOc1ccccc1-c1ccccc1 | -11.7 | -8.6 | -1.1 | 21.0 | 16.2 | 31.5 | -2.4 | 5.4
Cc1oc(-c2cccc(Cl)c2)nc1CS(=O)(=O)CC(=O)NC1CC1 | -14.3 | 1.3 | 8.1 | 21.9 | -3.9 | -1.0 | -2.6 | 7.7
O=C(Nc1cccc(NC(=O)c2ccccc2Cl)c1)c1ccc([N+](=O)[O-])o1 | 0.9 | 3.3 | 23.5 | 36.9 | 26.4 | -0.7 | -3.0 | -5.7
COc1cc(/C=C/C(=O)OCC(=O)Nc2cc(C)on2)ccc1OCC#N | 7.1 | 1.4 | 1.8 | -140.9 | -8.6 | 2.7 | 1.7 | -5.3
COc1ccc(C(=O)Nc2ccc(S(=O)(=O)NC(C)=O)cc2)cc1[N+](=O)[O-] | 2.9 | 4.8 | -1.8 | 4.5 | -10.4 | -0.9 | -2.0 | 3.6
O=C(CNC(=O)Cc1ccccc1)NCC(=O)N1CCN(C(c2ccccc2)c2ccccc2)CC1 | -5.1 | 1.5 | 0.9 | 7.1 | -4.2 | -1.4 | 1.1 | -11.0
CN1CCN(C(=O)CCCN2C(=O)/C(=C/c3ccc(Cl)cc3)SC2=S)CC1 | 19.1 | 5.9 | 14.4 | 17.0 | 6.4 | -0.3 | 2.2 | 1.4
COC(=O)NCC(c1ccc2c(c1)OCO2)N1CCN(c2ccccc2)CC1 (centres undefined) | 13.4 | -1.9 | -2.3 | 14.8 | -4.5 | -1.1 | 1.3 | -8.8
Cc1c(N=C2NN=C(c3c[nH]c4ccccc34)CS2)c(=O)n(-c2ccccc2)n1C | -24.9 | 2.2 | -7.1 | -145.0 | 31.6 | 0.4 | -2.4 | -5.3
O=[N+]([O-])c1ccc(N2CCN(c3ccc(Cl)nn3)CC2)cc1NC1CC1 | 9.9 | 1.3 | 7.8 | 13.3 | 16.1 | 2.4 | 0.3 | -6.0
CC1SC(c2ccccc2Cl)NC1=O (centres undefined) | -6.4 | 1.0 | -3.1 | 9.8 | 1.8 | 1.2 | -0.9 | 7.0
O=C(Nc1ccc(F)cc1F)c1ccc(-n2cncn2)nc1 | -6.8 | -6.5 | -7.5 | 13.1 | -6.1 | -0.3 | 1.1 | -7.5
COc1ccc2[nH]c(C)c(CCNC(=S)Nc3ccc(C)cc3)c2c1 | -7.9 | -6.5 | -7.3 | 7.3 | -3.4 | 1.1 | 2.0 | -1.0
CN(Cc1ccc(Cl)cc1)C(=O)CCl | 3.9 | 8.9 | -32.3 | 9.3 | -8.6 | 0.5 | -0.1 | 1.6
Cc1ccc(-n2nnnc2CNC(=O)C2CC(=O)N(c3ccc(F)cc3)C2)cc1C (centres undefined) | 0.5 | -0.3 | 1.3 | 10.5 | 1.9 | -0.6 | 3.5 | -5.2
Cc1ccc(C2=NNC(c3cccc(F)c3)S2)cc1 (centres undefined) | 89.2* | 2.3 | 94.8* | -166.5 | -2.5 | -0.4 | -13.2 | 0.2
COc1cc(C(=O)Nn2c(CC(C)C)nc3ccccc3c2=O)cc(OC)c1OC | -28.9 | -2.8 | -0.9 | 15.8 | -12.8 | 0.3 | -0.5 | -4.0
COc1ccc2[nH]c3c(c2c1)CC(C)NC3=O (centres undefined) | -10.7 | -5.3 | 11.0 | -439.2 | -11.7 | 0.4 | 2.7 | -0.7
COc1ccc(-c2cc(C3CCN(Cc4cccc(C(F)(F)F)c4)CC3)[nH]n2)cc1 | -17.6 | 13.0 | 4.6 | 24.9 | 22.2 | 10.4 | -2.6 | -1.1
CCCc1cc(=O)oc2c(CN3CCN(C)CC3)c(O)ccc12 | -10.3 | -4.1 | -10.5 | -277.7 | 11.4 | 1.6 | 1.8 | -0.8

Rewritten with two lines to a compound: part of the list above.
The line under a structure holds: SENP6 inh | HKDC1 inhibitor | SENP7 inh | SENP8 inh | PfG6PD inh | MPTP inh | GRIN3A LBD mod | ATG4B inh
> CCCc1cc(=O)oc2c(CN3CCN(C)CC3)c(O)ccc12
 : -10.3 | -4.1 | -10.5 | -277.7 | 11.4 | 1.6 | 1.8 | -0.8
> COc1ccc(-c2cc(C3CCN(Cc4cccc(C(F)(F)F)c4)CC3)[nH]n2)cc1
 : -17.6 | 13.0 | 4.6 | 24.9 | 22.2 | 10.4 | -2.6 | -1.1
> COc1ccc2[nH]c(C)c(CCNC(=S)Nc3ccc(C)cc3)c2c1
 : -7.9 | -6.5 | -7.3 | 7.3 | -3.4 | 1.1 | 2.0 | -1.0

Source: PubChem
